# CYP2C9 inhib: blockers of cytochrome P450 2C9 activity – biochemical, luminescence, ADME assay, primary screen | P11712 | CYP2C9 Supersomes, luciferin-H conversion | inhibition, % at 5 µM | hit rate 20% among 96,000 | AID 777, 2007;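 active means blocking of liver enzyme CYP2C9 beyond about 50% at 5 µM, limit read from the data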; further: values of inactives mirror those of a sister screen read the other way
# Target sequence (P11712 whole entry, looked up): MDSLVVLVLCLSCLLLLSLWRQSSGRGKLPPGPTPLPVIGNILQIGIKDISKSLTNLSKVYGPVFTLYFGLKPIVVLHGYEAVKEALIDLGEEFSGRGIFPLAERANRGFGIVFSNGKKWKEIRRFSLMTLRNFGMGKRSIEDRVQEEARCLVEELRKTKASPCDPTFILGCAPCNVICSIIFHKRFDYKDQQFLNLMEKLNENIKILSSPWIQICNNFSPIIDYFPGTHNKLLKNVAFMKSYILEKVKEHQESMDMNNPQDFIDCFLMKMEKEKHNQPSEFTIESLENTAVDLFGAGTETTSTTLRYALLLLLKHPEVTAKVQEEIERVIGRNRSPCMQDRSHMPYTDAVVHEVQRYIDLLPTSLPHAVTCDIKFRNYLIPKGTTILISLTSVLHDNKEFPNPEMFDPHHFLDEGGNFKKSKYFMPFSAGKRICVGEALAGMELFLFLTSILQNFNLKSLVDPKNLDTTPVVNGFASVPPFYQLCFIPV
# CYP2C19 activ: human CYP2C19 activators, primary screen, biochemical, luminescence; Cytochrome P450 2C19 (Homo sapiens), P33261; 96,000 tested, under 10 active; activation factor at 5 µM; recombinant CYP2C19, luciferin-H EGE luminescence; hits give high values; 0 = fully inhibited enzyme, 1 = untreated enzyme; AID 1025, 2008;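 active means activation factor of at least 2 at 5 µM in the primary screen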;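 further: 0 = wells with 2.5 mM tranylcypromine and 1 = vehicle-only wells; values of inactives mirror those of a sister screen read the other way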
# Target sequence (P33261 whole entry, looked up): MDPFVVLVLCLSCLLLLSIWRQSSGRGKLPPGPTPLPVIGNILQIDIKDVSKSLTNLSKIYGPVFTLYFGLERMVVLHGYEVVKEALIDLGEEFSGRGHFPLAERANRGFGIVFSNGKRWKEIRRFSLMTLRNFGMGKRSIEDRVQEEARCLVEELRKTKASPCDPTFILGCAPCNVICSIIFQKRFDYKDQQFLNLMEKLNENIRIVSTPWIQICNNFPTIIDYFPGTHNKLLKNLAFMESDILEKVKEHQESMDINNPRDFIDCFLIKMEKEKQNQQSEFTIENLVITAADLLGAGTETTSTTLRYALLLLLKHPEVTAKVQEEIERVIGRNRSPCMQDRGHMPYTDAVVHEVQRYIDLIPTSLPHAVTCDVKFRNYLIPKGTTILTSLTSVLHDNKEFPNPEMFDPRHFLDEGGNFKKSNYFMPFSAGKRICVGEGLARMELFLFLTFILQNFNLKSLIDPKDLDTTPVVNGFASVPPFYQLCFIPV
# VCAM1 TNFa inh: inhibitors of TNFa-induced VCAM1 expression, primary screen, imaging, HUVEC, TNFa stimulus, immunofluorescence. AID 802, 2007. HUVEC TNFa-induced VCAM-1 immunofluorescence, high-content imaging. inhibition, % at 2 µM. hit rate 0.48% among 95,000;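 active means inhibition above the batch mean plus 3 SD, with images confirmed as a hit by eye, cut at about 37% in these data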;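 further: 0% = TNF-stimulated DMSO wells and 100% = unstimulated control wells; not every result past the cut was called active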
# CYP2C9 activ: human CYP2C9 activators, primary screen, biochemical, luminescence. Cytochrome P450 2C9 (Homo sapiens), P11712. recombinant CYP2C9, luciferin-H conversion; hits give high values; factor 1 = untreated enzyme, 0 = blocked. hit rate 1.4% among 96,000. AID 1024, 2008. activation factor at 5 µM;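 active means activation factor of 2 or more for CYP2C9 at a 5 µM dose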;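 further: 0 = sulfaphenazole-blocked wells and 1 = vehicle-only wells; values of inactives mirror those of a sister screen read the other way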
# Calb biofilm kill: clotrimazole potentiators killing Candida biofilms, primary screen, with clotrimazole, Alamar Blue. AID 834, 2007. inhibition, % at 6 µM. hit rate 0.14% among 85,000. C. albicans biofilm + clotrimazole;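 active means inhibition above 20%; inactive means inhibition below 20%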;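 further: preformed 24 hr biofilms exposed to compound for 48 hr; 0% = biofilm without compound and 100% = blank killed by clotrimazole plus chlorhexidine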
# TNFa cytotox: cytotoxicity in TNFa-stimulated HUVEC, primary screen, cytotoxicity control for VCAM1 expression modulator project, imaging, Hoechst nuclei count | HUVEC TNFalpha-stimulated, Hoechst cell count | hit rate 0.17% among 93,000 | AID 848, 2007 | cell count reduction, % at 2 µM;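 active means cell count reduction exceeding the screen mean by over 5 SD, scaled to untreated wells per plate, cut at about 78% in these data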;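 further: cells counted after 24 h of TNF alpha exposure following the 1 h pretreatment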
# IL1B cytotox: cytotoxicity in IL-1B stimulated HUVEC, primary screen, cytotoxicity control for IL-1B NFkB translocation project, imaging, Hoechst nuclear count, IL-1B stimulus; HUVEC cell count loss; hit rate 0.41% among 94,000; AID 845, 2007; cell count reduction, % at 2 µM;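 active means cell count reduction more than 3 SD above the screen-wide mean, cut at about 70% in these data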;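 further: normalized per plate to untreated control cells as the no-loss baseline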
# DAT uptake mod: changed hDAT dopamine uptake under cocaine IC80, either direction, primary screen, cocaine antagonist project, cell-based, LLC-PK1 hDAT, [14C]-dopamine uptake, MLSMR; LLC-PK1 hDAT cells, [14C]-dopamine uptake with cocaine IC80; actives deviate in either direction; B-score at 10 µM; hit rate 1.3% among 110,000; AID 449768, 2010;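 active means Z score or B-score, a plate-position-corrected score, falls beyond the plate's 99.7% confidence bounds, in either direction; inactive means both scores lie inside the 99.7% bounds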;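 further: scored against the spread of the other compound wells on the same plate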
# CYP2C19 inhib: blockers of cytochrome P450 2C19 activity – biochemical, luminescence, ADME assay, primary screen; P33261; hit rate 21% among 96,000; CYP2C19 Supersomes, luciferin-H EGE luminescence, 30 min; AID 778, 2007; inhibition, % at 5 µM;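 active means CYP2C19 inhibition above a set limit at 5 µM in the primary screen, cut at about 50% in these data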;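 further: plate controls were negative control wells for no effect and 2.5 mM tranylcypromine positive control for full effect; values of inactives mirror those of a sister screen read the other way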
# The depositor's hits bear a star; · = no result given.
nr	Compound	IL1B cytotox	CYP2C9 activ	CYP2C19 activ	TNFa cytotox	VCAM1 TNFa inh	DAT uptake mod	Calb biofilm kill	CYP2C9 inhib	CYP2C19 inhib
1	O=C(O)CCS(=O)(=O)Cc1cccc(Cl)c1	-11	1	1	-2	9	-0.053	·	1	-3
2	O=C(N1CCCCC1)C12CC3CC(C1)CC(C(=O)N1CCCCC1)(C3)C2	·	0.4	0.3	·	·	0.84	1	64*	66*
3	CN(C)C(=O)CSc1nnc2sc3ccccc3n12	-2	1.3	1	-19	10	0.55	·	-32	2
4	COc1ccc(S(=O)(=O)NCc2ccccc2Cl)cc1OC	18	2.3*	0	-1	5	-0.88	6	-131	95*
5	COC(=O)c1ccc(Cl)c(NC(=O)NC23CC4CC(CC(C4)C2)C3)c1	-13	0.2	0.3	-39	11	0.32	0	82*	68*
6	Cc1onc(-c2c(F)cccc2Cl)c1C(=O)OCN1C(=O)c2ccccc2C1=O	·	0.6	0.4	·	·	0.63	9	42	56*
7	CCc1ccc2[nH]c(=O)c(C(c3nnnn3Cc3ccccc3)N3CCOCC3)cc2c1 (stereo unspecified)	13	0.5	1	-11	7	1.2	2	45	1
8	CN1CCN(CCc2nc3cc(NC(=O)COc4ccccc4)ccc3n2C)CC1	-44	0.8	1	-5	-9	·	·	18	0
9	CC(C)C(C)(C#N)NC(=O)CSc1nnc(C(F)(F)F)n1C (stereo unspecified)	0	0.9	1	-9	-6	0.47	-2	5	4
10	CN1CCN(c2nc(-c3ccncc3)nc3ccccc23)CC1	2	0.8	0.7	-12	1	0.84	4	20	28
11	O=C(O)Cc1c(O)ccc2ccccc12	-9	1.1	1.1	-5	-3	-1.2	2	-5	-8
12	CCc1cc(=O)oc2c(C)c(O)c(CN(C)C)cc12	32	1	1	·	·	0.5	-1	4	-1

# With a hit mark in CYP2C9 inhib (from the list above):
no. | mol | CYP2C9 activ | CYP2C19 activ | VCAM1 TNFa inh | DAT uptake mod | CYP2C9 inhib | CYP2C19 inhib
2 | O=C(N1CCCCC1)C12CC3CC(C1)CC(C(=O)N1CCCCC1)(C3)C2 | 0.4 | 0.3 | · | 0.84 | 64* | 66*
5 | COC(=O)c1ccc(Cl)c(NC(=O)NC23CC4CC(CC(C4)C2)C3)c1 | 0.2 | 0.3 | 11 | 0.32 | 82* | 68*

# Additional compounds:
nr	Compound	IL1B cytotox	CYP2C9 activ	CYP2C19 activ	TNFa cytotox	VCAM1 TNFa inh	DAT uptake mod	Calb biofilm kill	CYP2C9 inhib	CYP2C19 inhib
13	CCCn1cc2c(c1-c1cccc(C)c1)c(=O)n(C)c(=O)n2C	-10	1	0.9	-15	-9	-0.49	4	-2	8
14	CNC(=O)C1C2C=CC3(O2)C1C(=O)N(CCOC)C3C(=O)NCc1ccc(OC)cc1 (stereo unspecified)	·	1.2	1.2	·	·	-0.9	6	-16	-18
15	COc1ccccc1C(=O)NNC1=C(C(=O)C(F)(F)F)CCC1	21	0.8	0.9	-9	-2	1.4	·	21	6
16	COc1cc(C2C(C#N)=C(C)NC3=C2C(=O)CC(C)(C)C3)cc(OC)c1O (stereo unspecified)	-36	0.8	1	-23	11	1.1	4	19	4
17	COc1ccc(Oc2ccccc2/C=N/O)cc1	-6	1.2	0.3	4	4	-0.042	·	-18	70*
18	CCCN1C(=O)SC(CC(=O)Nc2ccccc2)C1=O (stereo unspecified)	40	0.5	0.1	-8	31	-1.2	3	50*	89*
19	COc1ccc(N2CC(C(=O)Nc3cc(C)on3)CC2=O)cc1 (stereo unspecified)	-42	1	1.2	3	5	1.9	·	-4	-23
20	Cc1ccc(C)c(-n2ccnc2SCC(=O)O)c1	-137	0.4	1	-26	10	-1.1	6	59*	4
21	O=C(Nc1ccccc1N1CCOCC1)c1ccccc1[N+](=O)[O-]	-13	0.9	0.9	-3	12	0.017	·	6	6
22	COc1ccc(Cc2nnc(SCC(=O)NC3CCCCC3)n2C)cc1	-2	1.1	1	-9	3	-0.43	10	-12	-2
23	COc1ccc(-n2c(N)c(C(=O)NCc3ccco3)c3nc4ccccc4nc32)c(OC)c1	-12	0.8	0.7	-26	30	0.42	-2	24	30
24	O=[N+]([O-])c1ccc(NCCNS(=O)(=O)c2ccccc2)c(C(F)(F)F)c1	-2	0.3	0.1	6	15	1.1	·	75*	88*

# Shown with each value named: part of the list above
24: O=[N+]([O-])c1ccc(NCCNS(=O)(=O)c2ccccc2)c(C(F)(F)F)c1
- IL1B cytotox: -2
- CYP2C9 activ: 0.3
- CYP2C19 activ: 0.1
- TNFa cytotox: 6
- VCAM1 TNFa inh: 15
- DAT uptake mod: 1.1
- Calb biofilm kill: ·
- CYP2C9 inhib: 75*
- CYP2C19 inhib: 88*

23: COc1ccc(-n2c(N)c(C(=O)NCc3ccco3)c3nc4ccccc4nc32)c(OC)c1
- IL1B cytotox: -12
- CYP2C9 activ: 0.8
- CYP2C19 activ: 0.7
- TNFa cytotox: -26
- VCAM1 TNFa inh: 30
- DAT uptake mod: 0.42
- Calb biofilm kill: -2
- CYP2C9 inhib: 24
- CYP2C19 inhib: 30

# The results go on:
nr	Compound	IL1B cytotox	CYP2C9 activ	CYP2C19 activ	TNFa cytotox	VCAM1 TNFa inh	DAT uptake mod	Calb biofilm kill	CYP2C9 inhib	CYP2C19 inhib
25	O=C(C=C1CCN(c2ncc(C(F)(F)F)cc2Cl)CC1)NNC(=O)Nc1ccc(Cl)cc1	-5	0.8	0.9	-7	2	-0.26	·	21	5
26	COc1ccc(CCNC(=O)c2cc(-c3cc(C)ccc3O)n[nH]2)cc1OC	23	0.2	0.6	0	2	-1.1	16	80*	36
27	C=C(C)c1cccc(C(C)(C)NC(=O)Nc2ncccn2)c1	-13	0.9	0.7	95*	99*	0.73	7	7	26
28	C=C(C)CSc1nc(N)c2c(C)c(C)sc2n1	-26	0.6	0.4	-9	0	0.44	6	37	56*
29	Cc1ccccc1NC(=O)CNc1ccccc1C(=O)NCc1ccco1	-5	0.8	0.3	-47	-2	1.7	3	24	68*
30	COc1ccc2cc3c(N)c(C(=O)N4CCCC4)sc3nc2c1	-64	0.7	0.9	-6	-32	-0.0098	3	28	14
31	Cn1c(C(=O)OCC(=O)NCc2ccco2)cc2sccc21	14	0.7	0.6	-8	-6	-0.11	6	26	40
32	O=C(CN1CCN(Cc2ccccc2F)C1=O)NCCc1ccc(Cl)cc1	15	0.1	0.3	-6	6	0.07	3	88*	66*
33	Nc1nnc(Cc2ccc(Cl)cc2Cl)s1	-79	1.1	0.7	3	8	0.013	3	-9	35
34	Cc1ccc(S(=O)(=O)NCc2ccc(C(=O)N(C)CCC#N)cc2)cc1	-61	0.7	0.9	9	-2	-1.1	3	27	10
35	O=C(c1cc(-c2ccco2)on1)N1CCN(C(c2ccccc2)c2ccccc2)CC1	-6	0.6	0.9	-22	4	0.77	5	44	6
36	CC1(C)NC(=O)N(CC(O)CN2CCOCC2)C1=O (stereo unspecified)	-14	0.6	0.4	-16	0	0.36	6	45	56*

# Only VCAM1 TNFa inh, CYP2C19 activ and TNFa cytotox, for some of the entries so far:
no.	SMILES	VCAM1 TNFa inh	CYP2C19 activ	TNFa cytotox
25	O=C(C=C1CCN(c2ncc(C(F)(F)F)cc2Cl)CC1)NNC(=O)Nc1ccc(Cl)cc1	2	0.9	-7
26	COc1ccc(CCNC(=O)c2cc(-c3cc(C)ccc3O)n[nH]2)cc1OC	2	0.6	0
27	C=C(C)c1cccc(C(C)(C)NC(=O)Nc2ncccn2)c1	99*	0.7	95*
28	C=C(C)CSc1nc(N)c2c(C)c(C)sc2n1	0	0.4	-9
29	Cc1ccccc1NC(=O)CNc1ccccc1C(=O)NCc1ccco1	-2	0.3	-47
30	COc1ccc2cc3c(N)c(C(=O)N4CCCC4)sc3nc2c1	-32	0.9	-6

# (further entries)
nr	Compound	IL1B cytotox	CYP2C9 activ	CYP2C19 activ	TNFa cytotox	VCAM1 TNFa inh	DAT uptake mod	Calb biofilm kill	CYP2C9 inhib	CYP2C19 inhib
37	CC1CC(C(F)(F)F)n2ncc(C(=O)O)c2N1 (stereo unspecified)	·	0.8	0.9	·	·	0.2	·	20	12
38	CCC1C(C#N)=C(N)OC2=C1C(=O)CC(C)(C)C2 (stereo unspecified)	-48	·	·	-3	21	0.043	1	·	·
39	Cc1cc(C)c2[nH]c(=O)c(CN(CC3CCCO3)C(=O)c3cnccn3)cc2c1 (stereo unspecified)	-9	0.7	0.9	-7	18	2.5*	5	29	6
40	CCOC(=O)c1[nH]c(C)c(C(=O)N2CCN(c3ccccc3)CC2)c1C	-14	0.5	0.7	-8	25	0.68	9	55*	35
41	CC1=C(CC(=O)c2ccc(Cl)cc2)C(=O)c2ccccc2C1=O	13	0.6	0.5	3	1	0.54	·	44	51*
42	COc1ccc(OC)c(C2=NO[C@@H]3C(=O)N(c4cc(Cl)ccc4OC)C(=O)[C@H]23)c1	-58	0.8	0.4	-52	-27	0.29	10	23	62*
43	CS(=O)(=O)c1cnc(-c2ccccc2)nc1Oc1ccc(Cl)cc1	-30	0.9	0.7	7	-5	-0.12	·	14	32
44	OC(Cn1cccn1)c1ccccc1 (stereo unspecified)	-36	1.1	1.1	-6	15	-0.59	4	-10	-11
45	CC(=O)/C(C#N)=C1\NC(=O)C(Cc2ccc(C)c(C)c2)S1 (stereo unspecified)	·	0.1	1.1	-16	-5	·	7	94*	-5
46	CC1(C)CC(=O)C=C(Nc2ccc(C(=O)O)cc2)C1	-18	·	·	-3	17	-1.2	2	·	·
47	COc1cc(C2C(C#N)=C(N)Oc3cc(N(C)C)ccc32)cc2c1OCO2 (stereo unspecified)	57	0.5	0.5	68	97*	-1.4	7	55*	51*
48	C=CCn1c(NC(=O)c2ccco2)c(S(=O)(=O)c2ccccc2)c2nc3ccccc3nc21	·	0.3	0.8	·	·	·	3	66*	21
49	Cc1ccc(C(=O)OCC(=O)Nc2ncc(Cl)cc2Cl)cc1NC(=O)c1ccco1	-25	0.3	0.1	-20	-1	2	11	69*	92*
50	Cc1cc(NC(=O)COC(=O)c2cc3c(s2)CCC(C)C3)no1 (stereo unspecified)	5	0.7	0.7	-20	8	-1.1	2	32	28
51	CCOC(=O)c1c(N)sc(C(=O)N2CCCC(C(N)=O)C2)c1C (stereo unspecified)	-14	·	·	-38	5	0.76	·	·	·
52	O=C1CCn2nc(-c3ccc(Cl)cc3)cc2N1	·	0.9	1	·	·	1.8	1	8	-5
53	Cc1ccn2cc(CSc3ccccc3N)nc2c1	-14	0.8	0.6	21	7	0.11	-1	19	39
54	CCN(c1ccccc1)S(=O)(=O)c1ccc2[nH]cc(C(=O)N3CCOCC3)c(=O)c2c1	-31	0.8	1.1	-8	15	0.21	7	20	-9
55	Cc1cccc(C)c1NC(=S)N1CCC(N(C)CC2CCCO2)CC1 (stereo unspecified)	·	0.9	1.1	-22	3	-0.85	4	10	-5
56	COCCN(C(=O)Cc1cccs1)C(C(=O)NCc1ccc(OC)cc1)c1ccc(OC)cc1 (stereo unspecified)	·	0.3	0.6	·	·	-1.9	·	65*	38
